Compound activity (PubChem)
FXN GAA850 act – increases GAA850 frataxin promoter reporter activity. HEK293 lucGAA850 FXN promoter luciferase reporter, 24 h; percent of 10 µM SAHA response. activation, % at 6 µM. actives 0.56% (n = 360,000);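 active means activation above the average of all compounds screened plus 3 SD, cutoff fixed separately per campaign, cut at about 7.5% in these data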;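 further: 0% = DMSO wells and 100% = 10 µM SAHA wells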
hgDAF-12 ag – agonists of H. glycines DAF-12 nuclear receptor; HEK293 GAL4-hgDAF12 UAS-luciferase reporter, agonist luminescence; normalized to butyrate control; activation, % at 6.8 µM; actives 1.8% (n = 370,000); AID 687014;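 active means activation above a cutoff set at the mean of all screened compounds plus 3 SD, cut at about 10% in these data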;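 further: 0% = DMSO wells and 100% = sodium butyrate wells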
hcDAF-12 act – H. contortus DAF-12 activation, primary screen; activation, % at 6.8 µM; HEK293 hcDAF-12 lit1-tk-luc reporter, luminescence; 0% DMSO, 100% Δ7-dafachronic acid; AID 652067; actives 1.4% (n = 370,000);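 active means activation above the mean of all tested compounds plus 3 SD, cut at about 5.5% in these data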;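 further: 100% = response to 3 µM Δ7-dafachronic acid high control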
NPR2 activator – GC-B (human) receptor activation. actives 0.11% (n = 370,000). HEK293-GC-B cells, CNP EC30, cGMP TR-FRET; 0% at EC30 CNP, 100% saturating CNP. P20594. activation, % at 10 µM;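 active means activation at 10 µM reaching about 35% in either raw or pattern-adjusted values, limit read from the data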
NPR1 activator – GC-A (human) enzyme activation; HEK293 GC-A cells, cGMP TR-FRET, EC30 ANP; 0% at EC30 ANP, 100% saturating ANP; activation, % at 10 µM; actives 0.14% (n = 370,000); AID 1671463; in the data active means activation above about 40%
DAX1 inh-1 – inhibitors of human orphan nuclear receptor DAX1 (NR0B1); actives 0.99% (n = 340,000); AID 504766; HEK293 Gal4-DAX1 luciferase reporter, luminescence; P51843; inhibition, % at 6.75 µM;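 active means inhibition above the mean over all tested compounds plus 3 SD, cut at about 4.2% in these data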;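 further: 0% = DAX1-transfected cells with DMSO and 100% = empty-vector control cells with DMSO; inhibition shows as a rise in luminescence from relieved DAX1 repression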
Target sequence (P51843 207-470 limits assumed): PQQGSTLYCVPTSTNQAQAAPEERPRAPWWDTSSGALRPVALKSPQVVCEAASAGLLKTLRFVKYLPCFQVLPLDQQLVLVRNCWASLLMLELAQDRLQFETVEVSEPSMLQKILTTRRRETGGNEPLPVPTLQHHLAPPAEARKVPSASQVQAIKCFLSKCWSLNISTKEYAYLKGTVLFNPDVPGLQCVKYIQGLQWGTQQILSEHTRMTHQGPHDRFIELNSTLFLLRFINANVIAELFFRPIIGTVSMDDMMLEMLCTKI
HGIII-sPLA2 inh – Inhibits HGIII-sPLA2 liposome hydrolysis, primary screen; actives 0.56% (n = 370,000); Q9NZ20; inhibition, % at 12.2 µM; QFRET BODIPY PC-A2 liposome hydrolysis, fluorescence;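 active means inhibition above mean plus 3 SD of compounds lying within the high and low control bounds, cut at about 19% in these data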;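 further: 0% = median of test compound wells and 100% = no enzyme DMSO wells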
Target sequence (Q9NZ20 whole entry, looked up): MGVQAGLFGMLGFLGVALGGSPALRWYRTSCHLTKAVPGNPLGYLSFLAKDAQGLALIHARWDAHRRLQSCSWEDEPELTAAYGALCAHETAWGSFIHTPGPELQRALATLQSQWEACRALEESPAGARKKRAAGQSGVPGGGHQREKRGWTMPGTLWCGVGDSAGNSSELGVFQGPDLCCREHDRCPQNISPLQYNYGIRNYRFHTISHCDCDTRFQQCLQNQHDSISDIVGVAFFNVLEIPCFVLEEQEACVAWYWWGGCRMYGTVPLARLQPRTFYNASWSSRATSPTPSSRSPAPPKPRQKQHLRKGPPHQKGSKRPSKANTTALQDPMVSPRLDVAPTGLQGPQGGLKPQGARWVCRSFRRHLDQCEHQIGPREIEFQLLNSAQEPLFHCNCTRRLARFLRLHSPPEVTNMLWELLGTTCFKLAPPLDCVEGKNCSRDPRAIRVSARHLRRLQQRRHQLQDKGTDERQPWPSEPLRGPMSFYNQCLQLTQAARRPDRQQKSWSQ
SMARCA2 act – activators of SMARCA2 function. MG213 cells, MMTV-luciferase reporter, dexamethasone, overnight. activation, % at 9.1 µM. actives 1% (n = 370,000); in the data active means activation above about 7.8%;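 further: 0% = vehicle wells and 100% = reference activator wells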
ssDAF-12 act – activates DAF-12 receptor from parasite S. stercoralis; HEK293 ssDAF-12/GRIP1 lit1-tk-luc reporter, luminescence; % of 3 µM dafachronic acid response; activation, % at 6.8 µM; actives 1% (n = 370,000);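 active means activation above the mean over all tested compounds plus 3 SD, cut at about 0.9% in these data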;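 further: 0% = DMSO-only wells and 100% = 3 µM delta7-dafachronic acid wells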
DAX1 inh-2 – inhibitors of DAX1 repression of SF-1 activated StAR promoter; HEK293T StAR-luciferase reporter, SF-1/DAX-1 repression relief; inhibition, % at 6.8 µM; actives 1.1% (n = 370,000); AID 652010;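 active means inhibition above the mean over all tested compounds plus 3 SD, cut at about 3.6% in these data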;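 further: 0% = DAX-1 cells with DMSO and 100% = cells lacking DAX-1 with DMSO; higher inhibition means more luminescence from relief of DAX-1 repression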
KLK7 zymogen act – activators of human kallikrein-7 zymogen | P49862 | purified proKLK7, EDANS-DABCYL substrate fluorescence; 100% is mature enzyme control, 0% vehicle | activation, % at 7 µM | actives 0.9% (n = 370,000) | AID 652039;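 active means activation above the mean of all tested compounds plus 3 SD, computed per campaign excluding outliers beyond control limits, cut at about 13% in these data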
Target sequence (P49862 whole entry, looked up): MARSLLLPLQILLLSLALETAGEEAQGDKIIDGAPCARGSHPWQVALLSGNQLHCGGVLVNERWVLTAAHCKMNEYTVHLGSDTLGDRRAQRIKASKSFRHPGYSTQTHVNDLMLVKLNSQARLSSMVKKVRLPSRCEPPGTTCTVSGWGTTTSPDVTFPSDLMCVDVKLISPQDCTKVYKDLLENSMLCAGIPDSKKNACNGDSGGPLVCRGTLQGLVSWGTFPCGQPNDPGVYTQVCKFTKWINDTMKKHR
* hit, by the source's call; x = not tested or not shown.

compound,ssDAF-12 act,KLK7 zymogen act,FXN GAA850 act,hgDAF-12 ag,DAX1 inh-1,NPR2 activator,SMARCA2 act,DAX1 inh-2,hcDAF-12 act,NPR1 activator,HGIII-sPLA2 inh
S=C(NCCCN1CCOCC1)N(Cc1ccccc1)Cc1ccccc1,-0.6,-0.2,-1.8,-2.3,1.1,-4,0,-0.1,-2.3,-2,4
CC(=O)c1cnc(Nc2ccccc2)s1,-1.2,-0.3,1.1,0.4,0.2,-1,0,0.5,-0.6,-4,1
Cc1cccc(NC(=O)CSCC(=O)Nc2ccc(N3CCOCC3)cc2N2CCOCC2)c1,-1.4,0.0,0.5,1.2,0.1,-5,-4,-0.9,-1.1,-3,10
CCCC(=O)Nc1cc(-c2nc3ncccc3o2)ccc1C,-1.6,0.7,-1.1,-2.1,-0.4,3,0,-0.5,0.0,-4,-3
O=C1c2ccccc2C(Nc2ccc3c(c2)OCCO3)N1Cc1ccc2c(c1)OCO2 (stereo unspecified),-2.8,0.7,-7.4,-9.6,-0.2,-2,-3,-3.5,-4.4,4,-2
Cc1ccc(-c2cc(C(=O)NN=Cc3sccc3C)[nH]n2)cc1C,-1.5,-0.8,x,0.2,x,6,-5,0.2,4.0,1,-14
O=C(Nc1cccc(NC(=O)c2cccs2)c1)c1ccc2c(c1)OCCO2,-1.2,0.6,1.0,4.5,0.1,1,-1,-1.0,0.3,3,-11
C/C(CCC1CC(C)OC1=O)=N/Nc1nc(-c2ccccc2)cs1 (stereo unspecified),0.5,-0.8,1.5,2.8,0.3,0,-1,0.3,5.3,7,-15
CCCCSc1nc2sc3c(c2c(=O)[nH]1)CC(C)(CC)OC3 (stereo unspecified),-1.3,-3.0,0.9,-2.2,0.9,-1,-3,-0.1,-1.3,3,10
C(=N\N1CCOCC1)/c1nc(-c2ccccc2)n2ccccc12,-0.8,0.8,0.3,1.6,-0.2,-8,3,-0.2,-1.5,-9,5
CCCC[C@H]1COCCS(=O)(=O)N1Cc1ccc(Br)cc1,-1.6,1.1,-0.1,-0.7,-0.7,-16,0,1.0,-1.0,-9,-5
Cn1cc(S(=O)(=O)Nc2cccc(F)c2)c(=O)n(C)c1=O,-0.8,0.6,-1.2,3.4,2.3,4,-3,1.3,-0.4,1,5
CCOC(=O)CSc1nc(COc2ccccc2)nc2ccccc12,-0.5,-0.3,-1.0,-0.4,2.1,-1,1,0.0,-1.7,-7,-5
CSC1=N/C(=C\c2ccc(F)cc2)C(=O)S1,-0.6,0.7,-0.8,-0.1,0.1,x,0,0.9,0.8,x,6
CCNC(=O)C1CCCN(C(=O)c2ccc3ccccc3c2)CC1 (stereo unspecified),-0.9,0.2,1.9,-0.8,x,2,-3,-0.1,-1.0,0,10
CCc1noc(C)c1C(=O)Nc1cc(S(=O)(=O)N2CCOCC2)ccc1OC(C)C,-1.2,0.4,0.8,0.5,1.1,4,-3,1.7,-1.9,3,6
CCOc1ccc(CN(C)C(=O)Cc2c[nH]c3ccccc23)cc1,-0.4,0.4,1.5,0.6,0.1,3,-1,0.5,3.2,0,-76
CCOc1cc(NC(=O)c2ccco2)c(OCC)cc1NC(=O)Cc1ccc(OC)c(OC)c1,-1.2,-0.2,-0.2,-2.2,-1.9,3,2,-0.2,-1.8,11,-3
O=C(Cn1c(=O)n(CC(=O)N2CCCCC2)c(=O)c2sccc21)NCc1ccccc1,-0.5,0.4,-0.1,-1.1,0.1,2,-2,-0.2,-1.5,7,10
COc1ccccc1C1Nc2ccccc2NC2=C1C(=O)CC(C)(C)C2 (stereo unspecified),-1.2,0.4,-1.2,-2.0,0.1,-3,-4,-0.2,2.1,-3,8
CC(C)NC(=O)CSc1nnc(-c2ccc(S(=O)(=O)N3CCCC3)cc2)n1CC1CCCO1 (stereo unspecified),-1.4,-0.2,-0.4,-1.5,-0.1,8,-2,0.1,0.5,0,10
Cn1c(=O)c2c(-c3ccccc3)n(-c3cc(Cl)c([N+](=O)[O-])cc3O)cc2n(C)c1=O,-1.4,0.4,x,-0.2,x,-6,0,1.2,-1.2,3,-25
Cc1nn(-c2ccccc2)c(N2CCCC2)c1/C=N/n1cnc2scc(-c3ccccc3)c2c1=O,-0.8,-0.2,2.1,0.1,1.1,13,1,-0.3,-2.8,-4,-3
CC(C)(C)c1ccc(C2=CSC3=NCCN23)cc1,-0.9,-0.2,1.4,1.9,1.3,3,0,-0.9,-1.0,2,3
CC1CCN(CCCNS(=O)(=O)c2ccc3c(c2)CCN3C(=O)C2CC2)CC1,-1.1,-0.3,1.6,-1.2,-0.4,1,-2,0.6,0.1,2,1
CCOC(=O)c1ccc(N2Cc3ccccc3C2=NC(=O)c2cccs2)cc1,-1.0,-1.4,9.3*,1.1,0.2,-1,0,2.3,-1.3,4,15
Cc1ccc(/C=N/Nc2nnc(Cl)c3ccccc23)cc1,3.7*,0.2,6.2,8.2,1.4,-6,5,1.8,11*,6,-2
COc1ccccc1CNC(=O)c1cc2ccccc2o1,-1.0,0.1,-0.2,1.3,-1.3,3,-2,-0.6,-1.1,2,-3
CCCCn1c(N)c(N(CCOC)C(=O)C2CCN(S(=O)(=O)c3ccc(C)c(C)c3)CC2)c(=O)[nH]c1=O,-0.7,-0.5,-0.6,-0.7,0.1,-2,-2,2.3,-1.6,4,3
COc1nc(-c2ccccc2)ccc1-c1noc(-c2cccnc2)n1,-0.7,-0.1,2.8,1.1,0.0,-2,0,1.1,0.2,-3,0
COC(=O)c1ccccc1NC(=S)NC(=O)c1ccc2ccccc2c1,-1.1,-0.3,-1.0,3.1,-0.7,-4,-2,0.1,-1.4,0,7
COc1ccc2sc(-c3ccccc3OC)c(C#Cc3cncn3C)c2c1,-1.3,-11,-3.5,0.6,-1.0,-8,-3,-1.0,-1.4,-4,-24
O=C1CCC(=O)O1,-1.2,0.3,-0.5,-2.4,0.1,-2,0,-1.1,-0.2,-1,-5
COc1ccccc1C(=O)NCCC(=O)N(Cc1ccco1)Cc1cccs1,-1.2,0.0,2.7,0.4,0.2,-3,-3,-0.4,-3.0,1,2
CCN(C(=O)COC(=O)c1cccs1)c1c(N)n(Cc2ccccc2)c(=O)[nH]c1=O,-0.7,0.4,4.3,-2.5,0.6,8,-3,-1.2,-0.9,1,-2
COc1cc(/C=C2\NC(=O)NC2=O)cc(Br)c1OC,-0.9,1.1,-0.2,2.3,0.2,-5,-3,0.0,-0.7,-12,-6
Cc1ccc(NC(=O)[C@@H]2CC(=O)O[C@@H]2c2ccccc2)cc1C,-2.0,0.1,x,1.6,x,10,-2,-0.6,0.5,0,0
CCC(=O)c1cn(CC(=O)Nc2ccc(OC)cc2)c2ccccc12,-1.4,-0.1,-0.6,-3.0,-1.1,-2,-1,-0.1,-0.6,-3,-6
O=C(C(O)c1ccccc1)N1CCN(S(=O)(=O)c2ccc(OC(F)(F)F)cc2)CC1 (stereo unspecified),-0.3,0.1,x,-1.3,x,3,-7,0.3,-2.3,0,2
CCOC(=O)c1c(C)nc(-c2ccccc2)nc1N,1.5*,0.1,8.0*,16*,4.8*,-3,1,2.9,9.2*,7,-4
Cc1csc(Nc2nc(N)c(C(=O)Nc3ccccc3)o2)n1,-1.0,0.1,1.2,7.0,2.4,-5,2,0.5,0.2,-2,13
COc1ccc(N2CCN(c3oc(-c4ccc(OC)c(OC)c4)nc3C#N)CC2)cc1,-0.7,-0.6,0.3,-1.2,1.3,6,0,-0.2,-1.5,-2,2
O=C(c1ccc(F)c(F)c1)N1CCCc2ccccc21,-1.3,0.1,2.2,0.7,0.9,3,-2,0.1,0.3,3,0
CC(C)(Oc1ccc(Cl)cc1)C(=O)Nc1ccc(S(=O)(=O)Nc2ncccn2)cc1,-0.3,0.2,1.3,1.8,0.0,-6,-1,-0.1,0.5,0,5
Cc1ccc(CNC(=S)Nc2ccc(C)c([N+](=O)[O-])c2)cc1,-1.7,-0.3,-1.3,-0.9,3.7,6,-1,-0.3,3.0,6,-17
CC(OC(=O)c1ccc2ncsc2c1)C(=O)NC1CCCCC1C (stereo unspecified),-0.9,4.0,1.0,0.9,-1.6,-2,0,-0.7,0.3,0,8
COc1cc2ccccc2cc1C(=O)OCC(=O)N1CCOCC1,-1.1,15*,0.0,-1.2,-0.5,3,0,1.9,-2.4,1,0
O=C(NCCc1c[nH]c2ccccc12)OCc1cn(Cc2ccc(C(F)(F)F)cc2)nn1,-1.1,-0.5,x,-7.1,x,-5,-2,0.5,-2.7,-4,-91
Cc1cccc(N2C(=O)C(O)=C(C(=O)c3cccs3)C2c2ccccc2)n1 (stereo unspecified),0.2,-0.2,0.4,0.0,-1.2,2,1,1.0,1.2,3,-14
CCc1nnc(NC(=O)C2CC(=O)N(C3CCCC3)C2)s1 (stereo unspecified),-0.8,0.1,-1.1,1.4,-0.5,-6,-3,-0.5,2.0,4,0
CC(C)CCNC(=O)c1cc(-c2ccco2)nc2ccccc12,-0.8,13*,1.9,-1.9,0.6,1,0,-1.1,-1.2,10,1
O=C(CN(CCO)Cc1ccccc1)N1CCN(S(=O)(=O)c2ccccc2)CC1,-1.4,-0.2,-0.4,-0.8,0.7,2,-2,1.3,-1.0,-3,-4
NC(COCc1ccccc1)c1csc(Nc2nccc(C(F)(F)F)n2)n1 (stereo unspecified),-0.3,-0.2,1.5,2.5,x,-1,-3,0.0,-1.5,2,7
CC1(C)Cc2c(sc3nc(SCC(=O)NCc4ccco4)n(-c4ccccc4)c(=O)c23)CS1,-0.8,-0.8,2.5,0.9,2.0,1,1,-0.5,-1.1,-2,-3
O=C(Nc1ccccc1C(F)(F)F)OC1CC2CC1[C@H]1CCCCN1C2 (stereo partly specified),0.2,0.1,x,-0.9,x,8,-1,-0.1,-0.3,-1,-2
CC(C)(C)C1CCC(C(=O)NNC(=O)c2ccncc2)CC1 (stereo unspecified),-0.9,0.3,-1.6,2.0,0.3,1,0,-0.4,-1.2,2,-5
O=C1C=C(c2ccc(-c3ccccc3)c(F)c2)C[C@@H](c2ccc(F)cc2)C1,-0.6,-0.3,1.1,1.1,-0.2,0,1,-0.6,-0.6,6,8
COc1ccc(C)cc1-n1c(=O)c2ccccc2c2ccccc2c1=O,-1.9,-0.8,1.1,-0.6,-1.6,-18,-1,0.1,-0.3,-57,-6
Cc1cccc(C)c1NC(=O)c1sccc1SCC#N,-2.1,0.0,1.9,-2.4,0.4,-2,-2,-0.1,-0.2,3,-2
